PNC assembly inh: inhibitors of perinucleolar compartment assembly; 140,000 compounds, 3.1% hits; AID 2417; activity change (PNC), negative = inhibition, % at 10 µM; PC3M PTB-GFP, PNC prevalence imaging, 16 h; hits give low values;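 active = readout at or below -70, meaning at least 70% loss of cells showing the perinucleolar compartment, a nuclear body marking cancer cells; inconclusive = readout between -30 and a set limit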;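 note: plate controls were DMSO wells for no effect and camptothecin positive control wells for full effect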
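PC3M cells stably expressing PTB-GFP, 750–1000 cells/well, treated 16 h at 37 °C with compound (23 nl of library stock), in duplicate. After paraformaldehyde fixation and Hoechst stain, imaged at 20x; PNC prevalence scored by image analysis.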
ALOX12 inhib: inhibitors of human 12-lipoxygenase (ALOX12). purified 12-hLO, xylenol orange hydroperoxide absorbance. Potency, µM (highest dose often 57.1 µM), for inactives: at the highest dose activity change, negative = inhibition, usual class: inhibitors. 150,000 compounds, 0.12% hits; note: potency is the fitted concentration of half-maximal effect; nearly all actives have a fitted effect of over 55% in size; many of its hits are not listed in these tables
Target sequence (P18054 whole entry, looked up): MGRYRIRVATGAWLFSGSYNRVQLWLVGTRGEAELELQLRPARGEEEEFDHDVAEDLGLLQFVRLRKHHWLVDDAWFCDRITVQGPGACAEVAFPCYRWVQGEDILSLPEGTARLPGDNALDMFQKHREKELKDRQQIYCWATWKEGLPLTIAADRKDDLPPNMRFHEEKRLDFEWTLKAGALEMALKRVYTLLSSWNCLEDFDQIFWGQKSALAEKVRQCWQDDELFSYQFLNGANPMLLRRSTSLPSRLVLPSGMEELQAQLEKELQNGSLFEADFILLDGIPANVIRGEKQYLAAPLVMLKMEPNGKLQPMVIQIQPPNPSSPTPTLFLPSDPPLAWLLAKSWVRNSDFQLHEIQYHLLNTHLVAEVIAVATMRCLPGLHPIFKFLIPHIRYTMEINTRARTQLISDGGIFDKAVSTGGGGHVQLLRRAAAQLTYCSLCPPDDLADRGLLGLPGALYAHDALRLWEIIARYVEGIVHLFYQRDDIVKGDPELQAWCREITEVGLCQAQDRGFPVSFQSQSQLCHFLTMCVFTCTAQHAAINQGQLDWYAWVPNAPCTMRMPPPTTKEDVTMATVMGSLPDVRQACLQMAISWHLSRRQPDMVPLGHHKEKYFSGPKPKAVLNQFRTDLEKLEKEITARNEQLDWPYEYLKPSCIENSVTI
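Xylenol orange chromogenic assay: hydroperoxide from 12hLO oxidises Fe(II), giving red-shifted Fe(III)-XO absorbance. Conditions: 150 nM enzyme, 40 uM arachidonic acid, 25 mM Hepes pH 7.0, 0.01% Triton X-100, 30 min, room temperature.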
ALOX15B inhib: blocks human 15-lipoxygenase 2 activity | Potency, µM (top dose mostly 57.1 µM), for inactives: at the top dose activity change, negative = inhibition, hits mostly inhibitors | 110,000 compounds, 0.56% hits | AID 881 | purified 15hLO-2, xylenol orange hydroperoxide absorbance; note: potency is the fitted concentration of half-maximal effect; nearly all actives have a fitted effect of over 60% in size; many of its hits are not listed in these tables
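Enzyme 50 nM, AA 45 uM, 25 mM Hepes pH 7.5 + 0.01% Triton X-100; cpd preinc 15 min RT, rxn 90 min RT; stop/detect with 200 uM XO + 300 uM Fe(II) in 50 mM H2SO4, 30 min; A573/A405.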
IMPase cell inh: membrane-permeable compound that blocks inositol monophosphatase. P97697. CHO-M1 cells, IP1 accumulation, HTRF TR-FRET ratio. inhibition (IP1 accumulation), % at 46.1 µM. 120,000 tested, under 10 active; active = well fitted curve in the direction sought with a large enough effect in the signal ratio, not every such curve was filed as active; inconclusive = small, poorly fitted or top-dose-only effect, or a change in a side signal; inactive = no such curve, though single readings can be large or run the other way; the % refers to the signal ratio;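 note: cells stimulated with carbachol in lithium chloride buffer; plate controls were DMSO basal wells for no effect and reference inhibitor wells for full effect; higher means more IMPase inhibition seen as more IP1 and lower FRET ratio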
Target sequence (P97697 whole entry, looked up): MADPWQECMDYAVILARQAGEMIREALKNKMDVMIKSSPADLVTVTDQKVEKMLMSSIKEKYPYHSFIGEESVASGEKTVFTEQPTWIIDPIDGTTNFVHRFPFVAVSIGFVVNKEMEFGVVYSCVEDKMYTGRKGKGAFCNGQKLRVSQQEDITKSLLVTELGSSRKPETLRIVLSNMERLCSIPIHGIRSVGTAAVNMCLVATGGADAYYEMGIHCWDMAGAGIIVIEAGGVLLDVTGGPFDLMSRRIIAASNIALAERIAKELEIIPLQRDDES
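Seeded CHO-M1 cells were dosed with compound at up to 46 uM, stimulated with carbachol for 30 min, then lysed in IP-One detection reagents. Higher IP1 lowers the TR-FRET signal.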
* hit, by the source's call; ? = inconclusive; nt = not tested or not shown; & = joins results of further samples; [ ] = another dose, or the depositor's remark. Unless noted, calls come from the whole dose curve; as a rule, active = well fitted curve in the direction sought with a large enough effect; inconclusive = small, poorly fitted or top-dose-only effect, or another doubt; inactive = no such curve, though single readings can be large; an effect the other way counts as inactive or inconclusive. Unless noted, % is set by controls: 0 for no effect and ±100 for the full control effect. An excerpt; the hit share may differ from the screen's.

SMILES	PNC assembly inh	ALOX12 inhib	ALOX15B inhib	IMPase cell inh
O=C(CCC(=O)c1cccs1)NCc1ccc(Cl)cc1	5	-1%	-2%	6
COc1ccc(NC(=O)c2ccc(F)cc2)cc1S(=O)(=O)Nc1cc(C)ccc1Br	-4	-13%	nt	nt
COc1cc(/C=N\N=C2/SC(CC(=O)O)C(=O)N2c2ccc(O)cc2)ccc1O (centres undefined)	-30	-5%	-6%	-21
Cc1ccc2c(c1)C(c1ccncc1)=NNC(c1ccc(C(C)C)cc1)=N2	?	-4%	1%	5
CCOC(=O)c1nn(-c2ccc3c(c2)OCO3)cc1O	34	-16%	-3%	-3
CS(=O)(=O)N1CCc2cc(C(=O)N3CCOCC3)ccc21	17	1%	10%	-1
Cc1noc(C)c1C(=O)OCC(=O)NC(=O)NC12CC3CC(CC(C3)C1)C2	23	-2%	-5%	-7
Cc1cc(NC(=O)CN2CCN(C/C=C/c3ccccc3)CC2)c([N+](=O)[O-])cc1C	2	3%	nt	nt
CCN(CC)c1ccc(CNC23CN4CN(CN(C4)C2)C3)cc1	29	5%	14%	0
C[N+](C)(C)CCCCCC[N+](C)(C)C	nt	-2%	14%	-9[20.6 µM]
COc1cc2c(C(=O)O)c(C)n(CC(C)C)c2c2ccccc12	?	2%	-1%	-3
O=C1/C(=C/c2cccs2)Cc2ccccc21	-16	0%	nt	-7
COc1ccccc1C(=O)N1CCN(S(=O)(=O)c2ccccc2)CC1	46	0%	2%	-9
O=C1c2ccccc2C(=O)C12OC2c1ccc(Cl)cc1 (centres undefined)	40	?	nt	nt
CCOc1cc(N2CCOCC2)c(OCC)cc1NC(=O)CN1CCc2ccccc2C1	?	-11%	-14%	-1
CCCn1c(N2CCN(C(=O)N3CCCCC3)CC2)nc2ccccc21	14	-2%	-2%	-12
O=C(c1ccc(F)cc1)C(CN1CCOCC1)c1ccccc1 (centres undefined)	-10	-10%	3%	10
CCCCCCN=CC1=C(O)C(C(=O)OC)C(C)(C)CC1=O (centres undefined)	?	-4%	2%	1
Cc1cc(C(=O)OC2CCOC2=O)c2ccccc2n1 (centres undefined)	6	-1%	-1%	?
COC(=O)N1CCC2(CCCN(C(=O)Nc3ccccc3)C2)CC1	nt	6%	-5%	nt
FC(F)(F)C(Oc1nc(Nc2ccc(Cl)cc2)nc(N2CCOCC2)n1)C(F)(F)F	?	-1%	nt	-10
COc1ccc(CCCc2nnc(SCC(=O)Nc3cccc(C)c3)o2)cc1	-11	9%	1%	0&6
CCC(C)NC(=O)CCn1c(-c2ccccc2)cc(C(C)=O)c1C (centres undefined)	80	3%	nt	nt
CCCc1cc(=O)[nH]c(SCCOC(=O)c2ccccc2)n1	23	4%	1%	10
COc1cc(OC)cc(-c2nn[nH]n2)c1	17	0%	nt	nt
Cc1onc(-c2ccccc2Cl)c1C(=O)N1CCN(C(=O)c2ccco2)CC1	-24	-4%	11%	-1
O=C(CSc1nc2cc([N+](=O)[O-])ccc2n1-c1ccccc1)NCc1ccc2c(c1)OCO2	?	?	nt	-4
Cc1ccc(C)c(Nc2nc3nonc3nc2N2CCOCC2)c1	?	9%	-7%	9
COc1ccc(-c2noc(CSc3nc4ccccc4c(=O)n3-c3ccc(C)cc3)n2)cc1	-6	3%	0%	4
COC(=O)C1=C(C)NC(=O)NC1C1CC=CCC1 (centres undefined)	-25	-4%	7%	1
COc1ccc(CC(=O)Nn2c(-c3ccccc3)nc3ccccc3c2=O)cc1	?	2%	nt	nt
CCOc1ccc(-n2cc(C(=O)NCc3ccco3)c3cc(OC)c(OC)cc3c2=O)cc1	-12	-10%	1%	-1
Fc1ccc(CNc2ncnc3c2cnn3-c2ccccc2)cc1	-10	-2%	5%	0
CCc1ccc(N(C2C=CS(=O)(=O)C2)S(=O)(=O)c2ccccc2)cc1 (centres undefined)	?	11%	nt	nt
Cc1ccc(N(Cc2ccccc2)Cc2ccccc2)cc1	nt	4%[11.4 µM]	11%[11.4 µM]	nt
CCCCCC(=O)Nc1ccc2oc(-c3cccnc3)nc2c1	?	-2%	2%	-17
O=C(NNC(=O)c1ccc(Cl)cc1Cl)Nc1ccccc1	46	-3%	nt	nt
Cn1nc([N+](=O)[O-])nc1Sc1ccc(Cl)cc1	-23	-5%	nt	?
CCC1CCCCN1CCCNC(=O)c1ccc(CS(=O)(=O)Cc2ccccc2F)o1 (centres undefined)	-26	4%	1%[2.29 µM]	-1
Cc1ccc(Cn2ccc(=O)c(OCc3c(Cl)cccc3Cl)c2C)cc1	?	-11%	23%	8
O=C(c1ccccc1Br)N1CCN(c2ccccc2)CC1	-4	-6%	3%[2.29 µM]	-3
O=C(NCCc1ccco1)c1nn(Cc2ccccc2)c(=O)c2ccccc12	?	-7%	-4%	5
CS(=O)(=O)N1CCN(C(=O)c2cc(-c3cccs3)nc3ccccc23)CC1	33	-13%	-14%	-23
O=C(CCC(=O)c1cccs1)OCc1nc2ccccc2s1	?	-7%	-5%	1
CC(C)NC(=O)NS(=O)(=O)c1cnccc1N1CCCCC1	8	0%	nt	-2

An excerpt of these results, as a markdown table.
| molecule | PNC assembly inh | ALOX12 inhib | ALOX15B inhib | IMPase cell inh |
| --- | --- | --- | --- | --- |
| Cc1ccc(Cn2ccc(=O)c(OCc3c(Cl)cccc3Cl)c2C)cc1 | ? | -11% | 23% | 8 |
| O=C(c1ccccc1Br)N1CCN(c2ccccc2)CC1 | -4 | -6% | 3%[2.29 µM] | -3 |
| O=C(NCCc1ccco1)c1nn(Cc2ccccc2)c(=O)c2ccccc12 | ? | -7% | -4% | 5 |
| CS(=O)(=O)N1CCN(C(=O)c2cc(-c3cccs3)nc3ccccc23)CC1 | 33 | -13% | -14% | -23 |
| O=C(CCC(=O)c1cccs1)OCc1nc2ccccc2s1 | ? | -7% | -5% | 1 |

(continued)
SMILES	PNC assembly inh	ALOX12 inhib	ALOX15B inhib	IMPase cell inh
O=c1oc2ccccc2c(N2CCCCC2)c1CN1CCCCC1	22	4%	nt	7
COc1ccccc1C(=O)n1nc(-c2cccnc2)nc1N	61	-1%	nt	3
COc1cc2c(cc1OC)C1=C(C#N)CCC(=NC(=O)c3ccc(Cl)cc3)N1CC2	58	5%	nt	-4
O=C(c1cccs1)N(Cc1ccco1)c1nc(-c2ccc(F)cc2)cs1	28	0%	nt	14
c1ccc2c(c1)ncn2-c1ncnc2sc3c(c12)CCCC3	7	-1%	24%	-14
CCCOCC1CC2(CC(C)(c3csc(N)n3)OC2=O)C(=O)O1 (centres undefined)	-119*	1%	nt	0
Cc1ccc(-c2cc(-c3n[nH]c(=S)o3)c3ccccc3n2)cc1	-29	?	nt	nt
O=C(CSc1ccc2ccccc2c1)Nc1ccncc1	?	-4%	10%	8
Cc1cccc(N2CCN(S(=O)(=O)c3ccc4c(c3)CCN4C(=O)CCC(=O)O)CC2)c1C	19	-9%	-4%	-1
CCCOc1ccc(C(C)=O)cc1CN1CCOCC1	-5	5%	nt	nt
CCOCCCNC(=O)N[C@@H](Cc1ccccc1)C(=O)OC	39	2%	-2%	4
CCOC(=O)C1(S(=O)(=O)c2ccccc2)CCN(Cc2ccccc2)CC1	13	4%	5%	2
C=CCN(CC=C)S(=O)(=O)c1ccc(NC(=O)COc2ccccc2OC)cc1	-88*	-3%	nt	13
O=C(COC(=O)c1n[nH]c2ccccc12)Nc1ccc([N+](=O)[O-])cc1	41	11%	nt	nt
O=[N+]([O-])c1ccc(S(=O)(=O)NCCc2cn3ccccc3n2)cc1	35	-2%	nt	nt
O=C(NCCCN1CCCC1=O)Nc1ccc(F)c(Cl)c1	26	-14%	-15%	1
CCC1(C)Cc2ccccc2-c2nc(-c3ccccc3)oc(=O)c21 (centres undefined)	16	0%	0%	-1
OC(COc1cccc2ccccc12)CN1CCCC1 (centres undefined)	?	-3%	18%	-1
Oc1ccc(C2C(c3ccccc3)=NN=C(c3ccccc3F)N2O)c(O)c1 (centres undefined)	48	-14%	nt	nt
COC(=O)C(Cc1ccc(O)cc1)NC(=O)c1ccccc1 (centres undefined)	?	0%	-2%	1
Cc1ccc(S(=O)(=O)Nc2ccccc2C(=O)c2ccc(C)c(C)c2)cc1	nt	3%[11.4 µM]	-5%[11.4 µM]	nt
Cc1cc(=O)[nH]c2c1c(=O)[nH]n2C1CC(C)N(C)CC1C (centres undefined)	-15	-7%	4%	3
Cc1noc(NS(=O)(=O)c2ccc(NC(=O)CC34CC5CC(CC(Br)(C5)C3)C4)cc2)c1C	16	-8%	-17%	12
CCCCCNc1nc(N2CCCC2)c2c(c1C#N)CCN(C)C2	-11	-19%	34%[activator]	4
Cc1ccc(S(=O)(=O)NCCC(=O)Nc2ccc3c(c2)OCO3)cc1	-6	-4%	-5%	-2
CCCCOc1nc2ccccc2nc1C(C#N)C(=O)NC1CCCCC1 (centres undefined)	13	-4%	2%	?
CC(C)Oc1ccc(C2CC(=O)NC3=C2C(=O)CCC3)cc1 (centres undefined)	-22	2%	0%	2
CC(=NCCCn1ccnc1)c1c(O)n(Cc2ccccc2)c(=O)[nH]c1=O	11	1%	12%	4
COC(=O)C1C/C(=N\NS(=O)(=O)c2ccc(C)cc2)c2sccc2C1 (centres undefined)	?	-6%	nt	nt
O=C(CSc1nc2c(sc3ccccc32)c(=O)n1CCCN1CCOCC1)NC1CCCC1	41	0%	3%	-4
O=C(Nc1ccccc1C(F)(F)F)Nc1cccc2ccccc12	-6	-1%	-12%	-1
COc1cc2c(c(OC)c1OC)CC(=O)N(C)CC2	18	5%	nt	nt
CC(=O)Nc1cccc(NC(=O)c2cc(C)on2)c1	8	1%	nt	-7[0.369 µM]
COc1ccc(Nc2nc3ccc(C)cc3cc2C#N)c(OC)c1	-29	-3%	nt	2
COc1ccc(-c2noc(CCC(=O)N3CCN(c4cccc(C(F)(F)F)c4)CC3)n2)cc1	-17	-6%	-4%	9
CCCCCCCCCCCCOS(=O)(=O)O	nt	3%&15%	-4%&-6%	nt
COc1cccc(CNC(=O)C2CCN(c3cnccn3)CC2)c1	-8	-5%	nt	8
Cc1ccc(C(=O)OCC(=O)c2c[nH]c3ccccc23)cc1S(=O)(=O)N1CCCCC1	-15	2%	nt	nt
CC(C)NC(=O)CSc1nnc(-c2ccncc2)n1-c1ccccc1	?	5%	-2%	10
Cc1cc(C)c(S(=O)(=O)N2CCC(C(=O)NCc3ccc(Cl)cc3Cl)CC2)c(C)c1	-1	-21%	3%	2
O=C(Oc1ccc([N+](=O)[O-])cc1)c1ccc(Cl)c(S(=O)(=O)N2CCCCC2)c1	-21	-4%	nt	5
O=C(Nc1ccccn1)Nc1cccs1	-4	0%	7%	-6
O=c1oc(-c2ccccc2)nc2sc3c(c12)CCCC3	1	-2%	1%	1
C=CCNC(=S)NNC(=O)C(CCCC)CC(C)(C)O (centres undefined)	-12	-4%	nt	?
CC1Cc2cc(/C(O)=C3/C(=O)C(=O)N(CCCn4ccnc4)C3c3ccco3)ccc2O1 (centres undefined)	26	-21%	1%	?
CCN(CC)S(=O)(=O)c1cccc2cc(C(=O)O)c(O)cc12	31	-16%	-9%	-11
COC(=O)c1ccc(C(=O)OC)c(NC(=S)N2CCCCC2C)c1 (centres undefined)	?	-5%	nt	6
CCOC(=O)c1[nH]c(C)c(C(=O)OCC)c1C	-19	-1%	6%	12
N=C1CCCN1CC(=O)c1ccc(Br)cc1	-11	3%	nt	-2
O=C(Nc1ncc2c(n1)CC(c1ccco1)CC2=O)c1ccccc1 (centres undefined)	18	-1%	1%	1
COc1cc(/C=N/NC(=O)c2ccc(N(C)S(=O)(=O)c3ccccc3)cc2)cc(OC)c1OC	-19	-3%	nt	nt
Cc1cc(=O)oc2cc(OS(C)(=O)=O)ccc12	6	-5%	nt	nt
COc1ccc(-n2c(CSc3nc(C)cc(C)n3)nnc2SCC(=O)Nc2nccs2)cc1	27	0%	0%	-12
